Screens from PubChem.
S3 lipid droplet – qHTS Assay for Lipid Storage Modulators in Drosophila S3 Cells; Drosophila S3 cells, BODIPY lipid droplet fluorescence, 18-24 h; cells fed with added oleic acid; AID 2685; Potency in µM for hits, for the others lipid storage change, negative = inhibition, % at the top dose, mostly 46.1 µM; 320,000 compounds, 0.64% hits; active = well fitted inhibition curve with a large enough effect in the signal ratio, with a control signal flat, not every such curve was filed as active; inconclusive = small, poorly fitted or top-dose-only effect, or effect the other way, or a change in a side signal; the % refers to the signal ratio
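Drosophila S3 cells got compounds at several concentrations plus oleic acid (400 uM solution). Laser-scanning cytometry with 488 nm excitation read lipid droplets at 500-530 nm and cells at 575-640 nm. Percent activity was relative to 20 uM Triacsin C.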
S3 lipid droplet cell count max – also measured in S3 lipid droplet; calls as there; cell number change, %; measured here: cell count max response;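 cells counted by Cell Tracker Red CMTPX staining in the red channel; peak over a dose series mostly up to 46.1 µM; percent activity relative to internal control wells on each plate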
The depositor's hits bear a star; i = inactive; u = inconclusive; x = no result given; [ ] = dose if it differs, or a comment. % is scaled to controls: 0 for no effect and ±100 for the full control effect; potency is read from the fitted curve at half-maximal effect. These rows are one share of the data; count on the stated rates, not on these rows.

SMILES	S3 lipid droplet	S3 lipid droplet cell count max
CCC(=O)N1CCc2cc(S(=O)(=O)CCC(=O)NCc3cccs3)ccc21	-18.0%	-2.9
CCCS(=O)(=O)N1CCc2ccc(NC(=O)c3ccccc3Cl)cc2C1	17.5%	-8.8
Nc1nc(NCc2ccccc2)nc(Nc2cccc(F)c2)c1[N+](=O)[O-]	16.9%	-14.0
CCOC(=O)N1CCN(C(=O)c2ccc3c(=O)n(Cc4ccc(Cl)cc4)c(=S)[nH]c3c2)CC1	u	x
Cc1ccc(C)c(OCC(O)CN2C(C)CCCC2C)c1 (centres undefined)	u	x
CS(=O)(=O)N(CC(=O)NCc1ccco1)c1ccccc1Cl	-17.1%	-6.7
COc1ccc(OCC(=O)NNC(=O)CCc2ccccc2)cc1	-0.4%	6.4
CCOC(=O)c1c(C)[nH]c(C)c1C(=O)CN1C(=O)NC(CC(C)C)C1=O (centres undefined)	i	x
O=C(Nc1ccc(Br)cc1)C1CC(O)CN1C(=O)Oc1ccccc1 (centres undefined)	i	10.5
CCC(=O)Nc1ccccc1Oc1ccccc1	u	x
C[C@H](NC(N)=O)C(=O)N1CCN(S(=O)(=O)c2ccc3ccccc3c2)CC1	u	x
O=C(COC(=O)c1cnccn1)NCCc1ccc(Cl)cc1Cl	u	x
c1ccc(CSc2ccc(-c3cccnc3)nn2)cc1	u	x
CCc1ccc(NC(=O)C(CC)Sc2nc3cc4c(cc3c(=O)n2Cc2ccco2)OCO4)cc1 (centres undefined)	u	x
O=C(CSc1nc2ccccc2c(=O)[nH]1)Nc1ccc(N2CCOCC2)cc1	12.7%	18.8
Cc1nc(/N=C(\N)N(C)C)[nH]c(=O)c1C	14.6%	9.3
CCOC(=O)Cc1nnc(NC(=O)COc2ccc(C)cc2)s1	u	x
COc1ccccc1-c1nc2c(c(SCC(=O)N3CCCCC3)n1)Cc1c(CO)cnc(C)c1O2	u	x
CC1(C)CC(=O)C/C(=N\NC(=O)CCc2ccc(S(=O)(=O)N3CCOCC3)cc2)C1	u	x
O=C(CCC1CCCCC1)Nc1ccc(S(=O)(=O)Nc2nccs2)cc1	u	x
Cc1ccc(NC(=O)CSc2nc(-c3cccs3)nc3cc(=O)[nH]n23)cc1C	u	x
COc1ccc(CCNC(N)=S)cc1OC	u	x
S=c1[nH]cc(-c2ccccc2)n1-c1cccc(Cl)c1	u	x
C=CCOCCN1C(=O)C2C(c3ccccc3)C=CC(c3ccccc3)C2C1=O (centres undefined)	u	x
COC(=O)/C=C1\S/C(=N\N=C\CC(=O)OC)NC1=O	u	x
COc1ccc(CC(=O)Nc2ccc3nc(SC)sc3c2)cc1OC	u	x
CCOC(=O)c1c(NC(=O)CCS(=O)(=O)c2ccccc2)sc2c1CC(C)(C)NC2(C)C	i	2.9
COC(=O)c1c(-n2cnnn2)sc(C)c1C	u	x
O=C(CC1(O)C(=O)N(CCc2ccccc2)c2ccccc21)c1ccco1 (centres undefined)	u	x
Cc1cccc2cc(CN(CC3CCCO3)C(=O)c3cnccn3)c(=O)[nH]c12 (centres undefined)	u	x

Brought forward from above: 2 entries, then new ones.
SMILES	S3 lipid droplet	S3 lipid droplet cell count max
O=C(CC1(O)C(=O)N(CCc2ccccc2)c2ccccc21)c1ccco1 (centres undefined)	u	x
Cc1cccc2cc(CN(CC3CCCO3)C(=O)c3cnccn3)c(=O)[nH]c12 (centres undefined)	u	x
CCCCN(CC)CCCNC(=O)c1ccc(CS(=O)(=O)c2ccccc2C)o1	u	x
O=C(c1cccc(NC2=NC3CS(=O)(=O)CC3S2)c1)N1CCN(c2ncccn2)CC1 (centres undefined)	u	x
COc1ccc(/C(N)=N/OC(=O)c2ccco2)cc1	u	x
CCOC(=O)C1=C(C)N(C)C(=S)NC1c1ccccc1Cl (centres undefined)	9.3%	-18.4
CCOc1ccc(/C=N/NC(=O)C(=O)N2CCCCCC2)c2ccccc12	u	x
CCN(CC)S(=O)(=O)c1cccc(-c2nnc(SCCOc3ccccc3C)o2)c1	i	x
COc1ccc(C2(CNC(=O)c3ccc(Br)o3)CCOCC2)cc1	i	-12.6
COc1ccc2oc(=N)c(C(=O)Nc3ccc(C)cc3)cc2c1	-23.5%	0.7
NC(=O)N1N=C2/C(=C/c3ccccc3)CCCC2C1c1ccccc1 (centres undefined)	u	x
Cc1ccc(S(=O)(=O)c2nnn3c2nc(N2CCN(c4ccccn4)CC2)c2ccccc23)cc1C	u	x
COc1ccc(S(=O)(=O)N/N=C(/C)c2ccco2)cc1	i	-8.1
CCSc1nnc(-c2cccs2)o1	u	x
O=C(NNC(=O)c1ccccc1-c1ccccc1C(=O)O)c1cccc([N+](=O)[O-])c1	u	x
O=C(OCc1cccc(F)c1)c1ccc2c(=O)n3c(nc2c1)CCC3	-3.7%	0.9
O=C(CCCNS(=O)(=O)c1cccs1)N1CCc2ccccc2C1	10.8%	-8.8
O=Cc1cc([N+](=O)[O-])ccc1N1CCOCC1	15.6%	-9.2
O=C(c1ccc(N2CCCC2)c([N+](=O)[O-])c1)N1CCN(S(=O)(=O)c2ccccc2)CC1	u	x
COc1cc(-c2n[nH]c(=S)n2Cc2ccccc2)cc(OC)c1OC	9.1%	-0.8
N/C(=N\OC(=O)c1ccc(Cl)cc1[N+](=O)[O-])c1ccccn1	-9.8%	-20.9
NC(=O)CN1C(=O)C(O)(CC(=O)/C=C\c2ccc3c(c2)OCO3)c2ccccc21 (centres undefined)	3.0%	-3.5
COc1ccc(CC(=O)Nc2ccc(S(=O)(=O)Nc3cc(OC)nc(OC)n3)cc2)cc1	u	x
O=C(c1ccc(N2CCN(CCO)CC2)nc1)N1CCOCC1	-3.3%	-8.1
COCCN(CCOC)C(=O)c1ccc(NS(=O)(=O)c2ccc3c(c2)OCCO3)cc1	u	x
CCCCN(CCCC)C(=O)c1cc(Cl)ccc1[N+](=O)[O-]	u	x
COC(=O)C1(C(=O)OC)NOC2C(=O)N(N(C)c3ncc(C(F)(F)F)cc3Cl)C(=O)C21 (centres undefined)	7.9%	23.4
COC(CC(=O)NNC(=S)Nc1ccc(Cl)cc1)OC	u	x
CC(Sc1nc(N)cc(N)n1)C(=O)Nc1ccc(N2CCOCC2)cc1 (centres undefined)	u	x
S=c1[nH]nc(-c2ccncc2)n1/N=C/C=C/c1ccccc1	7.2%	-8.9
OC(COCC1COc2ccccc2O1)CN1CCCCC1 (centres undefined)	2.1%	-13.2
C=CCNC(=O)C1CCN(S(=O)(=O)c2cccs2)CC1	9.2%	-11.8
Cc1cccc(CN2CCN(CC(=O)O)C2=O)c1	u	x
O=C(N/N=C/c1ccco1)c1cccc(NC(=O)c2cccc(Cl)c2)c1	u	x
CS(=O)(=O)N(CC(=O)NCc1ccc2c(c1)OCO2)c1ccccc1	i	x
CCC(C(=O)OCCN(CC)CC)c1ccccc1 (centres undefined)	-4.9%	-23.7
C/C(CC(=O)Nc1ccccc1Br)=N\NC(=O)C(=O)N1CCCC1	i	x
O=C(Nc1nc2c(s1)CCc1ccccc1-2)c1ccco1	u	x
COC(=O)C1=C(C)N(Cc2ccccc2)C(=O)/C1=C\c1ccco1	-17.8%	3.9
O=C(c1cc(-c2cccc(Cl)c2)nc2ccccc12)N1CCN(c2ccccn2)CC1	u	x
O=C(Nc1ccc(Oc2cccc(C(F)(F)F)c2)nc1)c1ccccc1	u	x
Cc1ccc(C)c(OCCCC(=O)Nc2ccccc2C(N)=O)c1	10.1%	-1.5
Cn1c(SCc2ccccc2C#N)nc2ccccc2c1=O	-16.4%	17.1
COc1cc(/C=C2\SC(=S)N(NC(=O)c3ccccc3OC)C2=O)ccc1O	u	x
CC1(C)CC2(CCO1)OC(=O)CC2C(=O)Nc1cccc2ccccc12 (centres undefined)	i	x
O=C(Nc1ccccc1)c1ccc(S(=O)(=O)NCc2cccnc2)cc1	u	x
CC(=O)Nc1ccc2nc(NC(=O)COc3ccccc3)sc2c1	-6.7%	-1.1
COc1ccc(S(=O)(=O)N2CCCC(C(=O)NCc3ccccn3)C2)cc1Cl (centres undefined)	u	x
CCOC(=O)C1=C(C)N=c2s/c(=C/c3cccc(OCC(=O)O)c3)c(=O)n2C1c1ccc(F)cc1 (centres undefined)	u	x
CCOc1cc(C#N)c(NC(=O)c2ccnn2C)cc1OCC	u	x
N#C/C(=C/c1ccc2c(c1)OCO2)C(=O)Nc1ccc(O)cc1	2.9%[9.22 µM]	5.9
Cc1c(Cl)cccc1NC(=O)CNc1cccc(C(F)(F)F)c1	1.0%	-9.5
CCOC(=O)C1CCCN(C(=O)c2cnn3c(C(F)F)cc(-c4ccc(C)cc4)nc23)C1 (centres undefined)	u	x
CC1=C(C(=O)Nc2ccccn2)C(c2ccc(Br)cc2)n2ncnc2N1 (centres undefined)	u	x
Cc1nn(-c2ccccc2)c(C)c1-c1nnc(-c2c(C)nn(-c3ccccc3)c2C)o1	u	x
CCCNC(=O)C(Cc1cccc(Cl)c1)NC(=O)c1ccc(C#N)cc1 (centres undefined)	u	x
CCNc1cc(Nc2c(C)n(C)n(-c3ccccc3)c2=O)c([N+](=O)[O-])c2nonc12	14.0%	-1.8
Cc1c(C(N)=O)c(-c2ccccc2)nn1-c1ccccc1	u	x
c1ccc(-c2nnc(SCc3nc4ccccc4[nH]3)o2)cc1	u	x
Cc1csc2ncnc(N3CCN(C(=S)Nc4ccc(C(F)(F)F)cc4)CC3)c12	u	x
CCCn1c(SCC(=O)c2ccc3c(c2)OCCO3)nnc1C(C)C	15.2%	1.4
COc1cccc(N2C(=O)C3CCCN3C2=S)c1 (centres undefined)	-1.1%	-1.5

Another view of part of the listing above.
Fields – S3 lipid droplet	S3 lipid droplet cell count max
- COc1ccc(S(=O)(=O)N2CCCC(C(=O)NCc3ccccn3)C2)cc1Cl (centres undefined)
    u	x
- CCOC(=O)C1=C(C)N=c2s/c(=C/c3cccc(OCC(=O)O)c3)c(=O)n2C1c1ccc(F)cc1 (centres undefined)
    u	x
- CCOc1cc(C#N)c(NC(=O)c2ccnn2C)cc1OCC
    u	x

Going on with the list.
SMILES	S3 lipid droplet	S3 lipid droplet cell count max
O=S(=O)(c1ccc(Cl)s1)N1CCN(CCc2ccccc2)CC1	u	x
COc1cc(C2=NOC(C(=O)NCc3cccnc3)C2)cc(OC)c1OC (centres undefined)	u	x
Cc1cccc(C)c1NC(=O)CSc1ccc([N+](=O)[O-])cn1	7.2%	2.4
CCOC(=O)C(CC)Sc1nc2c(c(=O)[nH]c(=O)n2C)n1CCc1ccccc1 (centres undefined)	u	x
Cc1cc(C)n(-c2nc3ccccc3c(=O)n2OCC#N)n1	u	x
CCN(CC)c1ccc(/C=N/N2CCN(c3ccccc3OC)CC2)cc1	u	x
CC1CCN(S(=O)(=O)c2ccc([N+](=O)[O-])cc2)CC1	u	x
CC(C)(C)C(=O)Nc1ccc(C(=O)CSc2nnc(C3CC3)n2C2CC2)cc1	u	x
Cc1cc(C)c(NC(=O)C2CC3CCC2C3)c(C)c1 (centres undefined)	i	0.7
O=C(/C=C/c1ccc(F)cc1)OCC(=O)c1ccc[nH]1	u	x
CCCCn1c(N)c(N(CCOC)C(=O)CSc2nc3ccc(C)cc3[nH]2)c(=O)[nH]c1=O	6.0%	16.2
CC(CC(=O)O)CC1=NS(=O)(=O)c2ccccc2N1 (centres undefined)	13µM*	-6.4*
O=C(NCc1ccccc1Cl)c1ccc(NC2=NC3CS(=O)(=O)CC3S2)cc1 (centres undefined)	u	x
COc1cccc(/C=N/NC(=O)C(=O)N/N=C/c2cccc(OC)c2OC)c1OC	-0.7%	-17.3
CN(CC1CCOCC1)C(=O)CC1C(=O)NCCN1Cc1cccc(C(F)(F)F)c1 (centres undefined)	u	x
COc1ccccc1OS(=O)(=O)c1ccc(NC(C)=O)cc1	1.4%	9.0
Cc1ccc(S(=O)(=O)N(Cc2cccc(Cl)c2)C(=O)N2CCN(C)CC2)cc1	u	x
N#Cc1sc2nc(-c3cccs3)cc(-c3ccccc3)c2c1N	2.2%	-6.4
Cc1cc(=O)[nH]c(SCC(=O)Nc2ccc(Br)cn2)n1	i	x
Cc1cccn2c(=O)c3cc(C(=O)NC(C)C)c(=N)n(Cc4ccncc4)c3nc12	u	x
O=C(CSc1nc2[nH]ncc2c(=O)[nH]1)Nc1ccc(Cl)cc1	8.0%[0.0737 µM]	12.5
CC(C)OCC(O)CN1CCN(C(c2ccccc2)c2ccccc2)CC1 (centres undefined)	-12.5%	-8.0
COc1ccc2c(c1)CC(=O)NC=C2	-10.2%	-1.0
O=C(O)c1cc(=O)c2ccccc2[nH]1	u	x
CC(=O)N1CCN(S(=O)(=O)c2ccc(S(=O)(=O)NC3CCCCC3)cc2)CC1	u	x
C/C(=N\S(=O)(=O)c1ccc(C)cc1)N1CCN(S(=O)(=O)c2ccccc2)C1C(C)C (centres undefined)	i	5.7
Cc1ccc(CCNC(=O)CN(c2cc(C)cc(C)c2)S(=O)(=O)c2c(C)noc2C)cc1	u	x
O=[N+]([O-])c1ccc(-c2cn3nc(-c4ccccc4)c(-c4ccccc4)nc3n2)cc1	u	x
COC(=O)CCN(C(=O)c1ccc(Cl)c([N+](=O)[O-])c1)c1ccccn1	2.7%	1.8

Single entries from the list:
For S3 lipid droplet cell count max, C/C(=N\S(=O)(=O)c1ccc(C)cc1)N1CCN(S(=O)(=O)c2ccccc2)C1C(C)C (centres undefined) reads 5.7
For S3 lipid droplet, COC(=O)CCN(C(=O)c1ccc(Cl)c([N+](=O)[O-])c1)c1ccccn1 reads 2.7%
For S3 lipid droplet, COc1ccccc1OS(=O)(=O)c1ccc(NC(C)=O)cc1 reads 1.4%
